Assay outcomes deposited in PubChem BioAssay by several laboratories.
E coli Lon inh: inhibits E. coli Lon protease. P0A9M0. purified E. coli Lon protease, fluorescence polarization. inhibition, % at 7.94 µM. 360,000 compounds, 0.42% hits. AID 602123; in the data active = inhibition above about 13%, passing the limit was not always enough;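 also: 0% = enzyme with probe and DMSO and 100% = no enzyme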
FAS TE block: FAS thioesterase (human) inhibition | P49327 | 360,000 compounds, 0.67% hits | recombinant FAS-TE, OMFH fluorogenic substrate, fluorescence endpoint | inhibition, % at 15 µM;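 active = compounds whose normalised, plate-corrected inhibition of enzyme fluorescence in the single-dose primary screen is 50% or more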;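 also: 0% = DMSO with enzyme and 100% = substrate without enzyme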
Rin1 Abl inh: inhibitors of human Rin1-Abl protein interaction. TR-FRET Rin1/Abl binding, biochemical. 360,000 compounds, 0.4% hits. inhibition, % at 7.35 µM. P00519+Q13671; in the data active = inhibition above about 5%, passing the limit was not always enough
SKN-1 block: C. elegans SKN-1 inhibition; AID 624304; 360,000 compounds, 0.49% hits; inhibition, % at 21.8 µM; C. elegans VP596 Pgst-4::GFP/RFP ratio, acrylamide-induced, 24 h;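 active = interference check ratio from 0.5 to 1.5 plus GFP to RFP signal ratio inhibition reaching or exceeding a fixed threshold, cut at about 30% in these data, passing the limit was not always enough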; also: some compounds called inactive have numbers as strong as hits
bovine MsrA act: bovine methionine sulfoxide reductase A activation; purified bovine MsrA, absorbance read-out; activation, % at 10.6 µM; 360,000 compounds, 0.3% hits; in the data active = activation above about 7.5%;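 also: 0% = vehicle and 100% = reference activator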
MT1-MMP act inh: MT1-MMP (human) activation inhibition; P50281; HT1080 RFP-PRO-GFP cells, GFP/RFP ratio fluorescence, overnight; percent of plate control window, DMSO zero; GFP/RFP ratio change, % at 20 µM; 360,000 compounds, 0.061% hits; AID 651647;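 active = GFP/RFP ratio change of at least 30% with cell ATP level not reduced by more than half and red fluorescence within 50% of control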; also: strong numbers were not always called active
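Assay system: HT1080 RFP-PRO-GFP cells | Dosing: 20 µM single dose, 1% DMSO | Incubation: Cells overnight before dosing, compound overnight, 37 °C, 5% CO2 | Evaluation: GFP/RFP fluorescence ratio | Control set: DMSO-only wells and HT1080 RFP-L50D-GFP cell wells as references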
NRP1-CendR mod: modulators of CendR peptide binding to human neuropilin-1; O14786; FAM-RPARPAR peptide binding to NRP-1, fluorescence polarization; inhibition, % at 25 µM; 360,000 compounds, 0.85% hits; AID 602438;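 active = inhibition or corrected inhibition above about 18%, plus a signal ratio from 0.5 to 1.5, limit read from the data, passing the limit was not always enough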; also: strong numbers were not always called active
Target sequence (O14786 whole entry, looked up): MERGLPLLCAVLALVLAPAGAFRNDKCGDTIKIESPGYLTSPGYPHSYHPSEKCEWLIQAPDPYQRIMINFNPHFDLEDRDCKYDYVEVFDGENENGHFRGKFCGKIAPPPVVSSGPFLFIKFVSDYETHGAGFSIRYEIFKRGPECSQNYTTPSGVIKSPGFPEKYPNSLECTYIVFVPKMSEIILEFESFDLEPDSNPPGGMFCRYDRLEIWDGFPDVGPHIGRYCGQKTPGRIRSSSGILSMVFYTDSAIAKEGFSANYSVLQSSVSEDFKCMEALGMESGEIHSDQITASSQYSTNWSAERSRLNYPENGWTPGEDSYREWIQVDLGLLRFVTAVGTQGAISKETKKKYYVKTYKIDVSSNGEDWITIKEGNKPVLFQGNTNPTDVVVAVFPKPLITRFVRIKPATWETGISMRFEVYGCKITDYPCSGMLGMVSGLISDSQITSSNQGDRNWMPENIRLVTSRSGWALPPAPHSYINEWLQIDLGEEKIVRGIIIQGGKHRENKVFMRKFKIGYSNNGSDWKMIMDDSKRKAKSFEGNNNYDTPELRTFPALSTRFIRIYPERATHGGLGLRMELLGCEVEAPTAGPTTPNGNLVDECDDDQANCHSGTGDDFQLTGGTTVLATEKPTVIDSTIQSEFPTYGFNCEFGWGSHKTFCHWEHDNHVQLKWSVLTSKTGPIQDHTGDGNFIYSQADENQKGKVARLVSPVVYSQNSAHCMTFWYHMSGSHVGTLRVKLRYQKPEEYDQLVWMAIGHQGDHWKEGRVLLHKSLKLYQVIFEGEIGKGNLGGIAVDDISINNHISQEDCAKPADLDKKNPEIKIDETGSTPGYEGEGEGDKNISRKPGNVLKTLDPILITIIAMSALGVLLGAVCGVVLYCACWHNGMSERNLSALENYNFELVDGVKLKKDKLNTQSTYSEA
Neddylation inh: blocks human cullin neddylation | TR-FRET cullin neddylation, biochemical | P61081+Q13564 | AID 651699 | 360,000 compounds, 0.58% hits | calls only at 25 µM; in the data active = inhibition above about 36%
MsrA inhibitor: bovine MsrA inhibition. 360,000 compounds, 0.75% hits. inhibition, % at 15.5 µM. purified bovine MsrA, absorbance read-out; in the data active = inhibition above about 4.5%;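 also: 0% = vehicle wells with enzyme and 100% = reference inhibitor wells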
* = called active by the depositor; i = inactive; . = not tested or not shown; + = active, no number.

SMILES	E coli Lon inh	FAS TE block	Rin1 Abl inh	SKN-1 block	bovine MsrA act	MT1-MMP act inh	NRP1-CendR mod	Neddylation inh	MsrA inhibitor
CCOC(=O)C(CCCOc1ccccc1C)C(=O)OCC	8	9	0	-20	-2	5	2	i	0.8
COc1ccc(-n2c(C)cc(-c3csc(N)n3)c2C)cc1	-3	-118	3	2	-3	4	-21	i	0.9
Cn1c(=O)c2c(ncn2CC(=O)Nc2cc(S(=O)(=O)N3CCCCC3)ccc2Cl)n(C)c1=O	-6	-7	0	6	-7	3	-7	i	-0.3
COc1ccc(NC(=O)Nc2ccc3c(c2)CC(=O)N([C@H](C)CO)C[C@H](C)[C@H](CN(C)Cc2ccc(C(=O)O)cc2)O3)cc1	0	-7	0	16	1	2	9	i	0.3
CCc1nc2ccccc2c(=O)n1NC(=O)c1c(O)c2ccccc2n(CC)c1=O	-2	10	6	12	-2	-16	-4	i	0.4
COCCN(C(=O)COC(=O)C12CC3CC(CC(O)(C3)C1)C2)c1c(N)n(Cc2ccccc2)c(=O)[nH]c1=O	-4	-7	-3	-10	-3	1	-8	i	0.3
CCOc1ccc(C(=O)Nc2ccc(S(=O)(=O)N3CCN(C)CC3)cc2)cc1	1	4	3	4	-11	6	12	i	0.7
CC(C)Cc1csc(NC(=O)c2ccc(Cl)cc2)c1C(=O)O	-5	0	1	12	-8	1	8	+	-0.3
COc1ccc(C(=O)/C=C2/C(=O)Nc3ccccc32)cc1	-1	-6	0	18	0	-4	4	i	1.6
CN(C)CCCOC(=O)c1ccc(Cl)cc1	-7	-5	-2	-4	2	-2	-1	i	-1.4
Cc1cc2ccccc2n1CCNC(=O)COc1ccc2ccccc2c1	12	7	7.7*	45	-2	31*	-6	i	0.8
CCCC(=O)Nc1ccc2c(c1)C(=O)N(C)C[C@@H](OC)[C@H](C)CN(Cc1ccc(-c3ccccn3)cc1)[C@@H](C)CO2	.	.	.	13	.	-1	14	i	-0.1
O=C(NC1CCCCC1)C1CCCN(S(=O)(=O)c2cccs2)C1 (centres undefined)	-5	0	-2	13	-6	8	6	i	0.4
CCN(Cc1cc(=O)oc2cc(C)ccc12)c1ccccc1	0	18	-2	-7	-5	-1	-3	i	-0.2
C[C@H](CO)N1C[C@H](C)[C@@H](CN(C)Cc2ccncc2)Oc2ncc(Br)cc2C1=O	-5	-7	-2	0	-11	0	-10	i	0.5
N/C(=N\OC(=O)CCC1CCCC1)c1ccccc1	-4	-1	-1	9	-6	0	3	i	-1.8
O=C(CCc1ccc(S(=O)(=O)N2CCOCC2)cc1)NN=C1CCCCCCC1	2	-8	2	15	-4	4	-2	i	0.3
Cc1ccc(-c2nnc(SCC(=O)NCC3CCCO3)nc2-c2ccc(C)cc2)cc1 (centres undefined)	1	3	-1	2	-2	-2	1	i	0.4
CN(C)c1ccc(/C=N/NC(=O)c2nnn(-c3nonc3N)c2COc2ccc(F)cc2)cc1	-2	7	-2	16	-3	4	-8	.	0.8
O=C(Cc1ccccc1[N+](=O)[O-])NCc1ccc(Cl)cc1Cl	4	12	1	-3	6	6	-6	i	3.4
CN1CC(c2ccc(C#N)cc2)C2(COc3ccccc3C2=O)C12C(=O)Nc1ccccc12 (centres undefined)	1	15	-5	13	-5	2	-5	i	0.9
CCOc1ccc2[nH]c(C(=O)N/N=C/c3cc(OC)c(OC)c(OC)c3)cc2c1	3	1	-1	20	-5	8	0	.	5.4*
Cc1n[nH]c(C)c1NC(=O)c1cc([N+](=O)[O-])ccc1Cl	-3	-10	1	2	-5	-1	4	i	0.6
CC(C)(C)NC(=O)NC(=O)CN1CCN(S(=O)(=O)/C=C/c2ccccc2)CC1	-5	-2	3	6	1	1	4	i	-1.3
O=C(CSc1n[nH]c(=O)[nH]c1=O)N/N=C/c1ccccc1	2	-4	-2	-1	-3	2	2	i	0.1
CC1(C(=O)NS(=O)(=O)c2cccc(Cl)c2)CCN1C(=O)c1cccc(F)c1 (centres undefined)	2	-2	2	-18	-7	-7	-18	i	1.0
O=S1(=O)C=C(N2CCCCC2)c2ccccc21	2	-5	0	16	0	-2	-19	i	1.6
Cc1cc2c(=O)n(C)c(SCC(=O)Nc3ccccc3C)nc2s1	4	3	-4	-23	-9	7	-6	i	-0.2
Cc1nc(S(=O)(=O)Cc2ccc(Cl)cc2)nc2c1CCC2	-9	-3	1	4	-6	-1	2	i	0.8
Cn1c(NCc2cccnc2)nc2cc(-c3cccc(C(=O)NCCO)c3)sc2c1=O	-7	-2	-4	-1	0	2	-16	i	-0.6
CCOc1ccc(CNc2ccc(N3CCOCC3)c(C(=O)O)c2)cc1	-5	-6	-1	4	0	0	6	i	1.6
OCCCNc1ncnc2c1cnn2-c1ccc(Cl)cc1	7	-1	6	-15	-12	-3	-5	i	0.2
Cc1ccc(C(=O)/C=C/N(C)C)cn1	5	-8	4	10	-5	-1	3	i	1.3
O=C(Cc1cccs1)NC(c1ccccc1)c1ccccc1	-10	-4	2	0	-3	-2	0	i	0.6
CCc1cccc(NC(=O)Cn2c(=O)n(CCC(=O)NCC3CCCO3)c(=O)c3cc(OC)c(OC)cc32)c1 (centres undefined)	0	1	1	14	-3	0	-2	i	0.5
CC1CCN(C(=O)c2ccc(NC(=O)c3ccccc3)cc2)CC1	-16	0	-1	3	-1	2	16	i	2.2
CCCN1CCC(C)(C(=O)Nc2cccc(OC(C)C)c2)C1 (centres undefined)	6	-9	-2	3	-2	0	0	i	-0.4
CCc1ccc(OCC(=O)Nc2ncn[nH]2)cc1	-2	-6	2	-6	-1	1	12	i	-0.2
Nc1ccc(C(=O)OCC(=O)NC(=O)c2ccccc2)cc1[N+](=O)[O-]	1	4	-4	-3	-3	4	-4	i	-0.5
COc1ccc(C(C(=O)NC(C)(C)C)n2c(-c3ccc(C(F)(F)F)cc3)nc3ccccc32)cc1 (centres undefined)	.	.	.	-5	.	-4	5	i	1.2
CCCCNC(=O)c1nc(C2CCN(S(=O)(=O)c3ccc(F)c(F)c3)CC2)oc1-c1cccc(C(F)(F)F)c1	-6	30	4	10	-1	-2	3	i	0.4
CCN(CC(=O)Nc1ccc(NC(C)=O)cc1)C(=O)C1CC(=O)N(Cc2ccc(C)cc2)C1 (centres undefined)	2	-6	0	-2	-9	5	11	i	1.2
CCOC(=O)CC(NC(=O)c1cccs1)c1ccc(C)cc1 (centres undefined)	-1	-1	3	-15	-5	4	-8	i	-0.8
CCn1cc(/C=C(\NC(=O)c2ccc(OC)cc2)C(=O)N2CCN(C)CC2)c2ccccc21	-13	-3	-2	20	-3	3	-3	i	3.0
COc1ccc(Nc2nc(N3CCCC3)c3ccccc3n2)cc1	2	-50	1	19	-2	4	2	i	1.9
O=C(CSc1ccc2nnc(-c3cccnc3)n2n1)Nc1ccccc1F	-5	-6	-1	2	-3	0	-6	i	-0.9
CCOC(=O)C1(C)CCN1C(=O)c1c(F)cccc1F (centres undefined)	-2	-10	2	8	-4	2	-8	i	1.4
COCC(C)NC(=O)c1ccc2c(c1)S(=O)(=O)c1ccccc1C2=O (centres undefined)	7	-3	-2	13	-3	-1	-1	i	0.0
CC(=O)Nc1ccc(SC[C@H](CC(C)C)N2CCN(CC(C)C)CCC2=O)cc1	-6	-10	-1	1	-8	1	1	i	0.2
COc1ccc(CNc2nc3ccccc3n2Cc2ccc(Cl)cc2)cc1OC	5	23	2	6	-2	-7	6	i	-0.7
CC(C)c1ccc(C(=O)N(c2ccccn2)C(C)c2ccco2)cc1 (centres undefined)	3	-3	-2	-21	-11	20	15	i	1.9
O=C1CN(C(=O)C2CCC(=O)N(CCc3ccc(Cl)cc3)C2)CCN1 (centres undefined)	-2	-7	-1	6	-3	-1	2	i	-0.4
O=C(Nc1ccc(-c2nc3ccccc3o2)cc1)c1cccnc1	-3	2	-1	28	-2	-4	-13	i	-0.1
Cc1cc(O)cc(O)c1/C=N/NC(=O)c1ccc2c(c1)OCCO2	8	6	-9	9	-4	2	-9	i	4.4
COc1ccc(C(=O)C2CCCN(C(=O)CCNC(C)=O)C2)cc1OC (centres undefined)	2	-5	2	-6	-5	2	2	i	0.6
Cc1cccc(C)c1C(O)c1ncc(-c2cccc3ccccc23)[nH]1 (centres undefined)	-5	-1	0	17	7	-6	2	.	-1.0
O=C(Nc1cccn(Cc2c(Cl)cccc2Cl)c1=O)c1c(Cl)cccc1Cl	-6	23	2	3	-5	-13	-10	i	-0.1
O=C(Nc1ccc2c(c1)OCCO2)c1cnn(-c2ccccc2)n1	3	17	4	12	-1	2	8	i	-0.6
O=C(c1ccccc1[N+](=O)[O-])N(CCc1ccccc1)Cc1ccccc1	1	20	-2	17	-2	.	1	i	-0.3
C[C@H](CO)N1C[C@H](C)[C@@H](CN(C)C(=O)NC2CCCCC2)Oc2ccc(NS(=O)(=O)c3cn(C)cn3)cc2C1=O	-3	-8	-3	10	-6	4	5	i	-0.4

Five consecutive compounds from above, for reference:
SMILES	E coli Lon inh	FAS TE block	Rin1 Abl inh	SKN-1 block	bovine MsrA act	MT1-MMP act inh	NRP1-CendR mod	Neddylation inh	MsrA inhibitor
Cc1cccc(C)c1C(O)c1ncc(-c2cccc3ccccc23)[nH]1 (centres undefined)	-5	-1	0	17	7	-6	2	.	-1.0
O=C(Nc1cccn(Cc2c(Cl)cccc2Cl)c1=O)c1c(Cl)cccc1Cl	-6	23	2	3	-5	-13	-10	i	-0.1
O=C(Nc1ccc2c(c1)OCCO2)c1cnn(-c2ccccc2)n1	3	17	4	12	-1	2	8	i	-0.6
O=C(c1ccccc1[N+](=O)[O-])N(CCc1ccccc1)Cc1ccccc1	1	20	-2	17	-2	.	1	i	-0.3
C[C@H](CO)N1C[C@H](C)[C@@H](CN(C)C(=O)NC2CCCCC2)Oc2ccc(NS(=O)(=O)c3cn(C)cn3)cc2C1=O	-3	-8	-3	10	-6	4	5	i	-0.4

Carrying on:
SMILES	E coli Lon inh	FAS TE block	Rin1 Abl inh	SKN-1 block	bovine MsrA act	MT1-MMP act inh	NRP1-CendR mod	Neddylation inh	MsrA inhibitor
Cc1cc2nnc(SCC(=O)N3C(C)CCCC3C)n2c(N)n1 (centres undefined)	0	-4	-3	17	-3	11	7	i	-0.1
Cc1nc(N=C(N)N)nc2c(C)cccc12	-18	-7	-3	-4	-4	-27	3	i	-0.2
CC(C)(C)Cn1c(=O)[nH]c(=O)c2cc([N+](=O)[O-])cnc21	-9	2	-1	2	-3	0	5	i	0.9
CC(C)[C@H]1C(=O)Nc2ccccc2N1C(=O)N[C@@H](Cc1ccccc1)C(=O)N[C@@H](C(=O)O)c1ccccc1	5	-2	-4	-3	-2	7	-1	i	-0.1
COCCn1c(SC2CCCCC2=O)nnc1-c1ccncc1 (centres undefined)	10	-8	-2	8	-1	0	-4	i	-0.7
CCn1c(=O)n(CC(=O)NCC2CCCO2)c(=O)c2c3c(sc21)COC(C)(C)C3 (centres undefined)	-2	-4	1	13	-2	0	-2	i	-0.1
Cn1c(=O)c(=O)n(C)c2cc(S(=O)(=O)Nc3ccc(OC(F)(F)F)cc3)ccc21	-1	21	0	12	-8	4	9	i	-1.0
O=C(CC1CCCC1)NNC(=O)c1ccc(Br)cc1	-2	-1	4	-4	-1	-4	14	i	0.9
COc1cccc(C(C)(O)c2nc(-c3ccc(S(C)(=O)=O)cc3)cs2)c1 (centres undefined)	-5	9	-2	-10	-1	-14	-6	i	0.0
CCCCCCNC(=O)CCCCCNS(=O)(=O)c1ccc(OC)cc1	2	15	1	3	-3	1	-2	i	-0.4
Cc1ccc(NC(=O)Nc2cccs2)nc1	-3	1	1	4	-2	2	25*	i	0.9
O=C1Cc2cc(S(=O)(=O)N3CCNCC3)ccc2N1	-1	-7	2	9	0	4	1	i	-0.5
